# Screening data from PubChem BioAssay.
# PTHR1 agonist: agonists of human PTHR1 parathyroid hormone receptor; Q03431; HEK293 GP2 PTHR1 cells, GloSensor cAMP luminescence, 1 h; Potency, µM (highest dose often 115 µM), for inactives: at the top dose activation, most hits filed as activators; 0.075% of 410,000 active; AID 743266; note: potency is the fitted concentration of half-maximal effect; nearly all actives have a fitted effect of over 55% in size; some results filed as inactive show a strong effect at the top dose; inactives centre near -15; many of its hits are not listed in these tables
# Target sequence (Q03431 whole entry, looked up): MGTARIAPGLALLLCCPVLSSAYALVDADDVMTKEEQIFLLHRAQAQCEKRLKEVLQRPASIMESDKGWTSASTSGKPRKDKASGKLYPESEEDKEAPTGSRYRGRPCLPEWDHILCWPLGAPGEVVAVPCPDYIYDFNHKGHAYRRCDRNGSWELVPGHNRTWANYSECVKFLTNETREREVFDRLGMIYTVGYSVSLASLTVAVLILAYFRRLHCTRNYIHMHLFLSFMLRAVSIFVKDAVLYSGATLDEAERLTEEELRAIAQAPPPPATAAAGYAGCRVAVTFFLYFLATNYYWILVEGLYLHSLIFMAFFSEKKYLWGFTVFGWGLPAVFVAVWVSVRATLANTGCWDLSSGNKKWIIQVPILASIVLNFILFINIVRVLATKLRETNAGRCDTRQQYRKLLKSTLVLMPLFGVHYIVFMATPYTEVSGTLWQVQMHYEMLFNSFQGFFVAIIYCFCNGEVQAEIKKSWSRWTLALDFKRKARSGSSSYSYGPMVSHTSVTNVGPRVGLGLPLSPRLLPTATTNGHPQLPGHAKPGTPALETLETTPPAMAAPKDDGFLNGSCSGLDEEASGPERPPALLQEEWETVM
#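 HEK-293-derived GP2 cells expressing PTHR1 and a GloSensor cAMP reporter, 3,000/well, plated overnight, given luciferin plus IBMX (each 0.5 mM as added) for 1 h at 37 °C, then compound for 1 h at 37 °C. Luminescence was read after 15 min at room temperature.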
# DRD3 antagonist: D3 dopamine receptor (human) antagonism | P35462 | D3R cells, DiscoveRx beta-arrestin luminescence, antagonist mode; stronger effect = lower value | max response, negative = inhibition, % | 2.5% of 360,000 active | AID 652054; in the data active = max response below about -50%; inconclusive = no clear call, values can overlap the other calls; note: % is set by controls: 0 for no effect and ±100 for the full control effect; mostly tested at two doses, the higher about 12 µM
#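 Cells plated overnight at 1500 cells/well, then exposed to library compounds with dopamine controls for 90 minutes at 37 degrees C. DiscoveRx reagent added for 30–60 minutes at room temperature; luminescence read, quantitative HTS format.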
# Abeta yeast res: compounds reversing amyloid beta toxicity in yeast | yeast expressing A-beta42, growth rescue, OD600, 48 h; response scale: 0% DMSO, 100% iron-clioquinol control | Potency, µM (top dose mostly 46.1 µM), without a hit: top-dose growth rescue, hits mostly activators | 0.063% of 410,000 active | AID 1347071; note: potency is the fitted concentration of half-maximal effect; nearly all actives have a fitted effect of over 55% in size
#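 Yeast growth medium received pinned compounds, then yeast cells expressing toxic A-beta were added; plates incubated at 30 C for 48 hr. Growth read as absorbance at 600 nm, normalized to DMSO and equimolar FeCl3 plus clioquinol controls.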
# FUS suppressor: suppressors of FUS proteinopathy in yeast | S. cerevisiae FUS-expressing, growth rescue, OD600, 24 h | Potency, µM (highest dose often 76.6 µM), inactives show top-dose growth rescue (activation), hits mostly activators | 0.24% of 390,000 active | AID 1347120;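 note: potency is the fitted concentration of half-maximal effect; plate controls were DMSO vehicle for no effect and reference control for full effect; nearly all actives have a fitted effect of over 55% in size; some results filed as inactive show a strong effect at the top dose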
#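 Steps: raffinose overnight preculture; dilution to OD 0.005 in 2% galactose minimal medium; compound addition (concentration series); 24hr at 30C, 99% humidity; absorbance read at 600 nm.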
# GLP-1R agonist: agonists of human GLP-1 receptor; HEK293 GLP-1R CRE-luciferase, luminescence, 4-6 h; cells express a hypersensitive GLP-1R form; AID 624172; Potency, µM (highest dose often 45.6 µM), for the others: at the highest dose activation, actives largely listed as activators; 0.007% of 380,000 active; note: potency is the fitted concentration of half-maximal effect; % of control where 0% means no effect
# Target sequence (P43220 whole entry, looked up): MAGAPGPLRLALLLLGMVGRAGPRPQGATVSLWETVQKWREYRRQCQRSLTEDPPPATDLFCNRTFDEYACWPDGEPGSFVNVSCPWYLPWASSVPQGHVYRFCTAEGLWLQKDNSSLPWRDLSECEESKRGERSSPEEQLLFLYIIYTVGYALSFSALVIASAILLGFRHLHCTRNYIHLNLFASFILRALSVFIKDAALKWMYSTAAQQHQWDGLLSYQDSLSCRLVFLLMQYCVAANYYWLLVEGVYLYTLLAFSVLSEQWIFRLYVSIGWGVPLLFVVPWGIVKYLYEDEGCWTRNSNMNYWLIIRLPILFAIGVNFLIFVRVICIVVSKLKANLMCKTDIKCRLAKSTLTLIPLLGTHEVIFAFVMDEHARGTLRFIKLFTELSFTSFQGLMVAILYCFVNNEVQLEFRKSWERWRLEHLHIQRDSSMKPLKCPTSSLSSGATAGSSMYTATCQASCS
# GLP-1R inv ag: acts as inverse agonist at human GLP-1 receptor; 1.6% of 410,000 active; Potency, µM (highest dose often 38.3 µM), for the others: top-dose activity change, negative = inhibition, usual class: inhibitors; AID 624417; P43220; HEK293 GLP-1R CRE-luciferase, luminescence, 24 h; GLP-1R form is constitutively active; note: potency is the fitted concentration of half-maximal effect; % is set by controls: 0 for no effect and ±100 for the full control effect; nearly all actives have a fitted effect of over 55% in size
#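 Inverse agonism was detected as reduced cAMP-driven luciferase luminescence after 24 h compound treatment. The cells were HEK293 clones expressing constitutively active human GLP-1R with the reporter. Reporter-only and GPR119 cell lines served as counterscreen controls.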
# aSyn yeast inh: inhibitors of alpha-synuclein toxicity in yeast. Yeast expressing alpha-synuclein, growth rescue, BacTiter-Glo, 24 h. Potency, µM (titrated, usually from 46.1 µM), for the others: at the highest dose growth rescue (activation), most hits filed as activators. 0.14% of 370,000 active. AID 652106; note: potency is the fitted concentration of half-maximal effect; % of control where 0% means no effect; nearly all actives have a fitted effect of over 65% in size
#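 Galactose-induced alpha-syn yeast (OD600=0.02, raffinose-pregrown) + pinned cpd, 24 hr, 30 deg C; growth by BacTiter-Glo luminescence. Growth restoration scores as activation.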
# pAkt inh: blocks phosphorylation of Akt; 0.32% of 360,000 active; Neuro2A IGF-stimulated pAkt S473 HTRF, 20 min; stronger effect = lower value; activity change, % for hits at 50 µM; in the data active = activity change below about -80%; inconclusive = mostly about -51% to -80%; note: % is set by controls: 0 for no effect and ±100 for the full control effect
#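 Neuro2A cells in DMEM with 0.5% FBS, overnight at 37 deg C, given compound at single 50 µM final, then IGF (6 nM final) for 20 min at 37 deg C. Lysed; phospho-Akt Ser473 by HTRF after 24 h, 665/615 ratio.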
# TDP-43 yeast inh: TDP-43 toxicity inhibition in yeast. Potency, µM (highest dose often 46.1 µM), for the others: at the highest dose growth rescue (activation), actives largely listed as activators. AID 652104. TDP-43 expressing yeast growth rescue, BacTiter-Glo, 24 h. 1.8% of 410,000 active; note: potency is the fitted concentration of half-maximal effect; % of control where 0% means no effect; nearly all actives have a fitted effect of over 50% in size
#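 Yeast expressing TDP-43 (pregrown in raffinose, seeded at OD600=0.02 in galactose medium) exposed to compounds 24 hr at 30 deg C. Growth read by BacTiter-Glo luminescence; rescue of toxicity appears as increased signal.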
# Numbers without * were called inactive; i = inactive; ? = inconclusive; nt = no result given; [ ] = remark or other dose. Unless noted, calls come from the whole dose curve; as a rule, active = well fitted curve in the direction sought with a large enough effect; inconclusive = small, poorly fitted or top-dose-only effect, or another doubt; inactive = no such curve, though single readings can be large; an effect the other way counts as inactive or inconclusive.
entry	compound	PTHR1 agonist	DRD3 antagonist	Abeta yeast res	FUS suppressor	GLP-1R agonist
1	COc1ccc(S(=O)(=O)N2CCN(C(=O)CC3CC4CCC3C4)CC2)cc1 (configuration not stated)	-13%	-30	-13%	-20%	-3%
2	COc1ccc(CCNC(=O)c2ccc3c(c2)N(Cc2ccccc2Cl)C(=O)c2ccccc2S3)cc1OC	i	nt	-1%	35%	nt
3	O=C(NCC(c1ccco1)N1CCOCC1)c1ccc(Cl)cc1 (configuration not stated)	i	7	8%	-7%	-2%
4	Cc1ccc(NC(=O)CNC(=O)c2ccco2)cc1Cl	8%	-18	-19%	4%	-1%
5	Cc1ccc(CN2CCC[C@]3(N[C@H](c4ccccc4)[C@@H]4C(=O)N(Cc5ccccc5)C(=O)[C@@H]43)C2=O)cc1	-34%[inhibitor]	?	7%	?	-5%
6	O=C1CC(C(F)(F)C(F)(F)C(F)(F)F)=Nc2ccccc2N1	-12%[57.5 µM]	22	0%	-1%	1%
7	CCN(CC)S(=O)(=O)c1cc(NC(=O)CNc2cccc(S(=O)(=O)N3CCOCC3)c2)ccc1C	-95%[inhibitor]	9	-3%	31%	-13%
8	Cc1ccccc1Cn1c(=O)c2c(nc3n2CCN3Cc2ccco2)n(C)c1=O	i	4	-11%	-14%	-1%
9	Cc1ccc(NC(=S)NCc2ccccc2Cl)c(C)c1	i	5	9%	nt	0%
10	CN1CCCN(C(=O)CC2(CC(=O)O)CCCC2)CC1	i	-22	-7%	4%	2%
11	Cc1ccc(-c2csc(N=C(N)N)n2)c(C)c1	i	-7	-17%	42%	23%
12	CCC(=O)N1c2ccc(S(=O)(=O)CCC(=O)Nc3ccc(Br)c(C)c3)cc2CC1C (configuration not stated)	-82%[inhibitor]	nt	-3%	40%	-2%

entry	GLP-1R inv ag	aSyn yeast inh	pAkt inh	TDP-43 yeast inh
1	5%	0%	i	-14%
2	-20%	nt	nt	10%
3	5%	-3%	i	1%
4	7%	1%	i	-25%
5	?	0%	i	0%
6	?	-15%	i	?
7	-50%	1%	i	-13%
8	6%	2%	i	2%
9	-30%	3%	i	23%
10	-15%	-5%	i	-20%
11	-29%	-11%	i	-18%
12	?	nt	nt	16%

# Shown with values under each structure: entries from further up.
# Order of results – PTHR1 agonist | DRD3 antagonist | Abeta yeast res | FUS suppressor | GLP-1R agonist | GLP-1R inv ag | aSyn yeast inh | pAkt inh | TDP-43 yeast inh
7) CCN(CC)S(=O)(=O)c1cc(NC(=O)CNc2cccc(S(=O)(=O)N3CCOCC3)c2)ccc1C
→ -95%[inhibitor] | 9 | -3% | 31% | -13% | -50% | 1% | i | -13%
8) Cc1ccccc1Cn1c(=O)c2c(nc3n2CCN3Cc2ccco2)n(C)c1=O
→ i | 4 | -11% | -14% | -1% | 6% | 2% | i | 2%
9) Cc1ccc(NC(=S)NCc2ccccc2Cl)c(C)c1
→ i | 5 | 9% | nt | 0% | -30% | 3% | i | 23%

# Next section
entry	compound	PTHR1 agonist	DRD3 antagonist	Abeta yeast res	FUS suppressor	GLP-1R agonist
13	Cc1nc2c(sc(=S)n2Cc2ccco2)c(=O)n1CC(=O)Nc1ccccc1	-21%	-11	-6%	33%	-2%
14	CCN1/C(=C/c2ccc3cc(C)ccc3[n+]2C)Sc2ccc3sccc3c21	-34%	-16	-77%[inhibitor]	-15%	-7%
15	COc1ccc(N2CCN(CCNC(=O)c3ccc4c(c3)[nH]c(=S)n3c5ccccc5nc43)CC2)cc1	i	-9	17%	25%	1%
16	CC(=O)Nc1cccc(C(=O)OCC(=O)N(c2ccccc2)C2CCS(=O)(=O)C2)c1 (configuration not stated)	?	0	3%	2%	4%
17	COc1cccc(NC(=O)C2(C)CCN2Cc2ccc(OC)c3ccccc23)c1 (configuration not stated)	-19%	1	-12%	17%	24%
18	Cc1c(CC(=O)NCCCC(=O)O)c(=O)oc2cc3oc4c(c3cc12)CCCC4	-16%	74	-2%	21%	-4%
19	O=C(OCC(=O)N1CCOCC1)c1ccccc1OCc1ccc(Cl)cc1	-3%	7	-1%	15%	14%
20	COC(=O)C1=NNC2(c3ccc(C)cc3)C(=O)N(c3cccc(C)c3C)C(=O)C12 (configuration not stated)	-9%	-14	1%	nt	0%
21	Cc1ccc(OCC(=O)N2C(C)CCCC2C)c([N+](=O)[O-])n1 (configuration not stated)	i	-23	1%	3%	-4%
22	O=C(Nc1nc2c(s1)CCCC2)c1ccccc1F	-12%	nt	-29%	16%	nt
23	COc1ccc(NC2CCCN(C(=O)c3ccc(C)nc3)C2)cc1 (configuration not stated)	-20%	20	1%	nt	2%
24	Cc1ccccc1CC1(CO)CCCN(Cc2ccn[nH]2)C1 (configuration not stated)	i	1	9%	1%	6%

entry	GLP-1R inv ag	aSyn yeast inh	pAkt inh	TDP-43 yeast inh
13	4.5µM*	-6%	i	-12%
14	?	-67%[inhibitor]	i	-70%[inhibitor]
15	27%[7.66 µM]	-2%	i	6%
16	7%	0%	i	0%
17	?	-3%	i	22%
18	6%	9%	i	4%
19	?	0%	i	-8%
20	5%	-9%	i	11%
21	17%	2%	i	16%
22	4.5µM*	nt	nt	23%
23	17%	6%	i	-6%
24	?	1%	i	-4%

# (next part)
entry	compound	PTHR1 agonist	DRD3 antagonist	Abeta yeast res	FUS suppressor	GLP-1R agonist
25	Cc1nc(SCC(=O)Nc2ccccc2C(F)(F)F)c2c(=O)n(C)c(=O)n(C)c2n1	i	?	-29%	34%	0%
26	C/C=C/c1ccc(OCc2cc(=O)n3cc(C)ccc3n2)c(OC)c1	-12%	-5	-24%	19%	17%
27	Cc1oc2cc3oc(=O)c(CCC(=O)N(C)CC(=O)O)c(C)c3cc2c1C	-19%	-67*	-12%	9%	4%
28	Cc1ccccc1NC(=O)c1cc[n+]([O-])cc1	i	4	1%	-39%	10%
29	CCc1ccc(N2CC(C(=O)N3CCCC3)CC2=O)cc1 (configuration not stated)	8%	-10	-6%	-3%	5%
30	CCCN(CC1CC1)C(=O)CCc1nnc(C(OC)c2ccccc2)o1 (configuration not stated)	-22%	1	13%	-5%	-3%
31	O=C(CSc1nnc(Cn2nnc3ccccc32)o1)N(Cc1ccc(F)cc1)c1ccccc1	-73%[inhibitor][57.5 µM]	16	2%	13%	-2%
32	O=C(O)C1=C[C@H](c2csc3ccccc23)C[C@H](OCc2ccc(CO)cc2)O1	15%	-12	5%	-4%	-2%
33	COc1ccc(/C=C2/SC(=O)N(CCC(=O)Nc3ccc(S(=O)(=O)Nc4nccs4)cc3)C2=O)cc1	-19%	-15	-11%	nt	-1%
34	COc1ccc(/C=C/c2nc(C#N)c(N3CCC(C)CC3)o2)cc1OC	i	nt	?	?	nt
35	CCCCC(=O)Nc1ccc(C(=O)Nc2nnc(COC)s2)cc1	-13%[57.5 µM]	?	-8%	40%	-15%
36	Cc1cccc(OCC(=O)N(Cc2ccco2)c2c(N)n(Cc3ccccc3)c(=O)[nH]c2=O)c1	-13%	6	36%	20%	-4%

entry	GLP-1R inv ag	aSyn yeast inh	pAkt inh	TDP-43 yeast inh
25	0%	2%	i	-31%[inhibitor]
26	-4%	-7%	i	22%
27	13%	-4%	i	-14%
28	0%	3%	i	5%
29	2%	5%	i	-3%
30	-17%	-6%	i	7%
31	11µM*	-15%	i	?
32	9%	0%	i	12%
33	16%	0%	i	-6%
34	-2%	nt	nt	?
35	7%	-17%	i	-21%
36	-13%	0%	i	15%

# Next part
entry	compound	PTHR1 agonist	DRD3 antagonist	Abeta yeast res	FUS suppressor	GLP-1R agonist
37	CN(C(=O)COC(=O)c1ccccc1SCC(=O)N1CCCC1)C1(C#N)CCCCC1	-15%	-3	-9%	18%	11%
38	C=CCn1c(SC(C)C(=O)NCCC2=CCCCC2)nc2ccccc2c1=O (configuration not stated)	i	0	16%	3%	-8%
39	CC(C)(CNCc1ccccc1)NS(=O)(=O)c1ccccc1	-8%	-2	3%	nt	-1%
40	CCCCOc1ccccc1Cn1c(=O)sc2ccccc21	-14%	nt	14%	-2%	nt
41	CC(=O)N1C[C@@H](CO)[C@@H](N(C)C(=O)c2ccco2)C[C@H]1c1ccccc1	-13%	0	-9%	-27%	7%
42	O=C(CN1C(=O)c2cccnc2Sc2ccccc21)Nc1cc(F)ccc1F	i	nt	18%	23%	nt
43	COc1cccc(CNC(=O)CSc2ccc(-c3ccco3)nn2)c1	i	2	-1%	9%	4%
44	CCN1CCN(c2nc3ccccc3nc2C(C#N)S(=O)(=O)c2ccc(C)cc2)CC1 (configuration not stated)	-4%	-3	-22%	nt	-2%
45	Cc1[nH]c2ccccc2c1/C=N/NC(=O)c1cccc(F)c1	-5%	?	7%	-27%	2%
46	COc1ccccc1CNC(=O)C(=O)NCC(c1cccs1)S(=O)(=O)c1ccccc1 (configuration not stated)	i	nt	-14%	2%	nt
47	COCCn1c(SCC(=O)N2CCCCC2)nc2c(c1=O)SCC2	-9%	-10	2%	nt	-7%
48	Cc1c(-c2ccc(Cl)cc2)c(=O)oc2ccc(OC(=O)N3CCOCC3)cc12	-12%	nt	13%	?	nt
49	CCC1CCc2sc(C(=O)NCC(c3ccc(OC)cc3)N3CCCC3)cc2C1 (configuration not stated)	-3%	-89*	9%	nt	4%

entry	GLP-1R inv ag	aSyn yeast inh	pAkt inh	TDP-43 yeast inh
37	9%	-4%	i	4%
38	?	11%	i	7%
39	-11%	1%	i	-7%
40	?	nt	nt	2%
41	18%	-2%	i	14%
42	1%	nt	nt	15%
43	25%	-10%	i	14%[9.22 µM]
44	1%	4%	i	9%
45	-1%	-7%	i	8%
46	?	nt	nt	-11%
47	6%	0%	i	10%
48	?	nt	nt	?
49	?	0%	i	3%

# A portion of the library (hit frequency here may not be typical).
